Assay outcomes from PubChem BioAssay.
Pf Dd2 growth: blocks in vitro growth of P. falciparum Dd2; P. falciparum Dd2 growth, SYBR Green, 72 h; Potency, µM (doses to about 28.9 µM), inactives show top-dose activity, negative = inhibition, usual class: inhibitors; actives 4.3% (n = 120,000); AID 1347417; active = well fitted inhibition curve with a large enough effect; inconclusive = small, poorly fitted or top-dose-only effect; inactive = no such curve, though single readings can be large or run the other way;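 note: plate controls were DMSO vehicle for no effect and reference drug for full effect; nearly all actives have a fitted effect of over 65% in size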
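Readout: SYBR Green fluorescence, 485 nm excitation, 535 nm emission, after ~16 h lysis at 37C. Before that, Dd2-infected red cells (2.5% hematocrit) grew 72 h with compound, 29 uM top final concentration.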
* marks the source's active call; other numbers are inactive results; i = inactive; ? = inconclusive; [ ] = remark or other dose. Potency is the fitted concentration of half-maximal effect.

Structure	Pf Dd2 growth
Cc1nnnn1CCC(=O)Nc1nn(C)c2cccc(Oc3cccnc3)c12	-12%
O=C(NCc1ccnc2[nH]ccc12)c1ccccn1	26%[44.1 µM]
Cc1c(C(c2ccc(Cl)cc2Cl)c2c(O)c3ccccc3oc2=O)c(=O)n(-c2ccccc2)n1C (stereo unspecified)	?
CN(C)C[C@@H]1CN(S(C)(=O)=O)C[C@H]1NC(=O)c1nccn1C	51%[activator]
Cc1cccc(-c2nc3cnccn3c2NCCC(=O)N2CCCCC2)c1	i
O=C(N[C@@H]1CN(c2ncccn2)C[C@H]1CO)c1ccc(F)cc1	9%
O=C(c1cnccn1)N1CC(F)(F)C[C@H]1c1nc(C2CC2)no1	30%
O=[S+]1([O-])NC2(CCN(Cc3c(F)cccc3Cl)C2)COc2ncccc21 (stereo unspecified)	-4%
COc1cccc(CC(=O)N2CCC(c3noc(CO)n3)C2)c1 (stereo unspecified)	6%
CC1CCC(NC(=O)C2CCN(C(=O)c3ncn4c3COC(c3ccc(F)cc3)C4)CC2)CC1 (stereo unspecified)	-6%

(more compounds)
Structure	Pf Dd2 growth
CCN(CC)S(=O)(=O)c1ccc2c(c1)c(=O)c(C(=O)N1CCN(c3cccc(Cl)c3)CC1)cn2C	-21%
O=C(CSc1nc(Nc2ccc(F)c(F)c2)c2ccccc2n1)c1ccc(Cl)cc1	?
Cc1[nH]nc2c1C(c1cccc(F)c1)C(C#N)=C(N)O2 (stereo unspecified)	-14%
CCOc1ccc(-c2cc(C(=O)N3CCN(c4cccc(C(F)(F)F)c4)CC3)c3ccccc3n2)cc1	i
COCCCn1c(SCC(=O)NCc2ccccc2)nc2c(sc3ccccc32)c1=O	14%
COc1ccc(-c2ccccc2NC(=O)C2CCCN(Cc3cccnc3)C2)cc1 (stereo unspecified)	?
O=C(Cc1cccnc1)N1CCCC(c2nc(CCOCC3CCCC3)no2)C1 (stereo unspecified)	i
COc1ccccc1NC(=O)CN1C(=O)C(c2ccc(F)cc2)=NC12CCCCC2	-7%
CCc1ccc(S(=O)(=O)N2CCC3(CC2)C(=O)N(CC)c2ccccc23)cc1	?
Cn1cc(C(=O)NCc2ccc(F)cc2)c(=O)c2cc(S(=O)(=O)N3CCCCC3)ccc21	?

Laid out differently: 4 of the compounds above
O=C(CSc1nc(Nc2ccc(F)c(F)c2)c2ccccc2n1)c1ccc(Cl)cc1
  Pf Dd2 growth: ?

Cc1[nH]nc2c1C(c1cccc(F)c1)C(C#N)=C(N)O2 (stereo unspecified)
  Pf Dd2 growth: -14%

CCOc1ccc(-c2cc(C(=O)N3CCN(c4cccc(C(F)(F)F)c4)CC3)c3ccccc3n2)cc1
  Pf Dd2 growth: i

COCCCn1c(SCC(=O)NCc2ccccc2)nc2c(sc3ccccc32)c1=O
  Pf Dd2 growth: 14%

Next entries
Structure	Pf Dd2 growth
CCc1nc2ccc(C(=O)N3CCN(c4ccc(Cl)cc4)CC3)cc2nc1CC	21%
Cc1ccc(N2CCn3c2nc2c3c(=O)n(Cc3cccc(Cl)c3)c(=O)n2C)cc1C	18%
Cc1cccc(N2CCN(S(=O)(=O)c3ccc4c(c3)CCCN4C(=O)C3CCC3)CC2)c1C	-1%
CSc1ccc(CCNC(=O)Cn2ccc3cc(S(=O)(=O)N4CCCCCC4)ccc32)cc1	-23%
CCCn1c(C)cnc1CC1CCN(C(=O)CC2CCCC2)C1 (stereo unspecified)	?
O=C(c1ccccc1Br)N1CCCN(C(=O)C2CC2)c2ccccc21	-23%
Oc1cccc(Nc2cnc3ccc(-c4ccc(F)cc4)nn23)c1	i
O=C(C1CCC1)N1CCC(Oc2ccccc2)C1 (stereo unspecified)	i
Cc1cc(C)n(CCC(=O)NCCc2noc(-c3ccncc3)n2)n1	-5%
Cc1noc(C)c1[S+](=O)([O-])NC1CCN(c2nc3ncccc3o2)CC1	5%

Continuation:
Structure	Pf Dd2 growth
CC(=O)Nc1ccc(NC(=O)Cn2c(C)cc3nc4n(c(=O)c32)CCCC4)cc1	i
CCc1nc(C)c(C(=O)N2C[C@@H](c3ccc(F)cc3)[C@@H]3[C@H]2C2CCN3CC2)o1	5%
COc1ccc(-c2nc(C)nc3c2CCN([S+](=O)([O-])c2cccc(OC)c2)CC3)cc1	?
CCCC(=O)N1Cc2ccccc2CC2(CCN(CC)C2)C1 (stereo unspecified)	-13%[44.1 µM]
Cc1cc(C(=O)N2C[C@@H](COc3ccccc3)[C@H](C(N)=O)C2)ccn1	-4%
COc1ccc(NC(=O)Cn2cccc2-c2nc(-c3ccccc3)no2)c(OC)c1	?
CCOCc1nc(C2CCCN(C(=O)Cc3ccc(C)cc3)C2)no1 (stereo unspecified)	-21%
O=C(c1ccn[nH]1)N1CCCC(Cn2c(C3CC3)nc3cccnc32)C1 (stereo unspecified)	-12%
N#Cc1cccc(C(=O)N2CCCCCCNC(=O)[C@@H]3CCC[C@@H]32)c1	23%
CCOC(=O)c1ccc(NC(=O)CCn2c(=O)c3cccn3c3cccnc32)cc1	?

Other records.
Structure	Pf Dd2 growth
COc1cccc(N=C2SC(C(=O)Nc3cccc(Cl)c3)CC(=O)N2C)c1 (stereo unspecified)	?
Cc1cccc(C)c1-n1ncc(C(=O)NCCCN2CCC(C)CC2)c1C1CCN(C(=O)OC(C)(C)C)CC1	?
O=[S+]1([O-])NCC2(CCN(CC3CCCCC3)C2)Nc2ccccc21 (stereo unspecified)	4.5µM*
Cc1ccc(Cl)cc1N(C)C(=O)c1cc2ccc3cccnc3c2[nH]1	?
CC(C)c1ccc(C(=O)N2CCCC[C@H](N(C)C)C2)c(=O)n1C	13%
Cc1ccc(-c2nn(-c3ccc(F)cc3)c3c2cnc2cc(F)c(F)cc23)cc1	36%[activator]
O=C(C1CCCCC1)N1CCN(C2CCN(Cc3cccnc3)C2=O)CC1 (stereo unspecified)	?
COc1ccc2[nH]c(C[C@@H]3C[C@@H](C(C)C)[C@H](CNC(=O)c4cccnc4)C=C3C)nc2n1	11µM*
CC(C)c1cnc2c(c1SCc1cccc(C(F)(F)F)c1)c(=O)n(C)c(=O)n2C	?
CC(C)c1ccc(OCC(=O)NCCS(=O)(=O)N2CCN(c3ccc(F)cc3)CC2)cc1	27%

Remaining list, next part
Structure	Pf Dd2 growth
Cc1cnc(CCNC(=O)c2cccc(C#N)c2)n1C1CC1	?
CC(C)(C)CCN1CCCC(COc2ccccc2C(=O)N2CCCC2)C1 (stereo unspecified)	i
O=C(NCCN1CCCCC1)c1ccc(Cn2c(SCc3cccc(F)c3)nc3cccnc32)cc1	7.9µM*
COc1cc(-c2onc(C)c2C(=O)NCCCOC(C)C)cc(OC)c1OC	?
Cc1cccn2c(=O)cc(COc3cccc(NC(=O)COc4ccc(F)cc4)c3)nc12	?
Cn1c(=O)n(CCc2ccccc2)c(=O)c2c1nc1n2CCN1c1ccc(Cl)cc1	6%
CCOc1ccc(C(=O)N2CCC3(CC2)N=C(c2ccc(Cl)cc2)NO3)cc1	?
CCC(=O)N1c2ccccc2CC1C(=O)NCc1ccc(OC(C)C)cc1 (stereo unspecified)	41%[activator]
Cn1nc(-c2cccs2)cc1[C@H]1CN2CC[C@H]1C[C@@H]2CNC(=O)NCc1ccccc1	?
CCc1nn(-c2ccc(OC)cc2)c(Oc2ccccc2F)c1CCC(=O)NC(C)C	7.9µM*

Continuation.
Structure	Pf Dd2 growth
O=C1c2c(-c3nc(-c4ccsc4)no3)nnn2CCN1Cc1ccc(Cl)cc1	-8%
CC(C)CCN1CCc2c(sc3ncnc(N4CCN(C)CC4)c23)C1	?
Fc1cccc(CC2CCOC3(CCNCC3)C2)c1 (stereo unspecified)	?
COc1ccc(C(=O)N[C@@H]2CN(Cc3cccc(OC)c3)CCC[C@H]2O)cc1	?
O=C(NCCN1CCCC1)C1CCN(C(=O)N2CC3CC(C2)[C@H]2CCCC(=O)N2C3)CC1 (stereo partly specified)	i
CN(Cc1ccccc1)C(=O)CN1CC2CC(C1)[C@H]1CCCC(=O)N1C2 (stereo partly specified)	-8%
O=C(CCC1CCCC1)N1CCC(Cc2nc(C3CCOCC3)no2)CC1	i
COc1cccc(-c2cc(-c3cn[nH]c3)c3cncn3c2)c1	i
CC1CCN(C(=O)C2(CCO)CC23CCOCC3)CC1 (stereo unspecified)	-3%
O=C(CCc1cc2n(n1)CCCNC2)NCc1csc2c1CCCC2	i

(next part)
Structure	Pf Dd2 growth
CC(=O)N1CCN(C(=O)CCC2CCN(c3cc(NC4CC4)ncn3)CC2)CC1	i
COc1ccc2oc(=O)c(-c3cn4c(n3)sc3cc(OC)ccc34)cc2c1	41%[activator]
O=C1N(Cc2cccc(C(F)(F)F)c2)c2ccccc2S(=O)(=O)N1c1cccc(Cl)c1	?
Cc1ccc2oc(=O)n(CCNC(=O)Nc3ccccc3C)c2c1	?
COc1ccc(C2C=C(c3ccccc3)Nc3nc(NC(C)=O)nn32)cc1 (stereo unspecified)	-30%
Cc1ccc(NC(=O)c2oc3ccc(S(=O)(=O)N4CCC5(CC4)OCCO5)cc3c2C)cc1Cl	-1%
Cc1ccc(OCc2nc(C3CN(C(=O)Cc4ccsc4)C3)no2)cc1	10%
CN(CC1CCOC1)C(=O)Nc1cc(F)cc(F)c1 (stereo unspecified)	-10%
COc1ccc(-c2ccnc(N[C@H]3CO[C@H]4[C@@H]3OC[C@@H]4NS(=O)(=O)c3ccc(C)cc3)n2)cc1	?
O=C(c1cccnc1)N1CCCC2(C1)C(=NC1CCCCC1)NC(=O)N2c1cccnc1 (stereo unspecified)	-6%

More entries follow:
Structure	Pf Dd2 growth
COc1ccc(C2(C(=O)N3CCC(C(=O)N4CCCCCCNC(=O)CC4)CC3)CC2)cc1	4%
COc1ccc2[nH]c3c(c2c1)CCN(C)C31CCN(C(=O)c2ccccn2)CC1	-4%
COc1ccc(-c2nc(CCNC(=O)c3cc(OC)c(OC)c(OC)c3)cs2)cc1	i
O=C(c1cc(F)ccc1Cl)N1CCC2(CC1)CC(O)CCO2 (stereo unspecified)	6%
Cc1nc(N2CC[C@@H](NC(=O)c3cnccn3)[C@H](O)C2)c2ccsc2n1	-17%
CC(=O)Nc1ccc(S(=O)(=O)N[C@H]2CO[C@H]3[C@@H]2OC[C@@H]3n2nnnc2-c2ccc3c(c2)OCO3)cc1	?
Cc1ccc(S(=O)(=O)N2CCC(C(=O)NCc3ccccc3Cl)CC2)cc1	-27%
CCn1cc(CN2CC[C@@H]3CN(S(C)(=O)=O)[C@@H]3C2)c(C)n1	9%
CCOC(=O)c1ccc(NC(=O)NCCOCCn2c(=O)oc3ccccc32)cc1	-17%
CC(=O)N1CCCc2cc(S(=O)(=O)N(C)CC(=O)Nc3cccc(Cl)c3C)ccc21	7%

Filtered by structure, those above containing a CF3 group (3)
Structure	Pf Dd2 growth
CCOc1ccc(-c2cc(C(=O)N3CCN(c4cccc(C(F)(F)F)c4)CC3)c3ccccc3n2)cc1	i
CC(C)c1cnc2c(c1SCc1cccc(C(F)(F)F)c1)c(=O)n(C)c(=O)n2C	?
O=C1N(Cc2cccc(C(F)(F)F)c2)c2ccccc2S(=O)(=O)N1c1cccc(Cl)c1	?

Further results
Structure	Pf Dd2 growth
Cc1ccc(Cl)cc1N(C)C(=O)c1cnc(N2CCOCC2)c2ccccc12	-13%
O=C(COc1ccccc1)N1CCC2(CC1)CN(Cc1ccccc1)CC2CO (stereo unspecified)	5µM*
Cc1ccc(-c2nnc3ccccc3c2C(=O)Nc2ccc(F)cc2)cc1	?
CSc1ncc(C(=O)Nc2ccccc2C(=O)c2ccccc2)c(C(F)(F)F)n1	24%
Cc1cccc(NC(=O)CSc2ncc(-c3ccccc3)[nH]2)c1C	i
O=C(Nc1ccccn1)C1CC(=O)N(c2n[nH]c3ccccc23)C1 (stereo unspecified)	-13%
CN1CCC(NC[C@H]2COCc3nc4cc(C(F)(F)F)ccc4n32)CC1	?
COc1cc(OC)cc(C(=O)Nc2ccc3c(c2)CN(Cc2ccc4c(c2)OCO4)C(=O)C(C)O3)c1 (stereo unspecified)	0%
CCC(CC)C(=O)NC1CCN(c2cnn(CC)c(=O)c2)CC1	12%
CC(=O)N1CCC(C2CCN(C(=O)C3CC=CCC3)C2)CC1 (stereo unspecified)	8%

Other records follow.
Structure	Pf Dd2 growth
COC1CCN(C(=O)c2coc(COc3ccc(F)cc3Cl)n2)CC1	0%
COc1ccccc1C(=O)N1CCCn2nc(C)c(-c3cccnc3N3CCOCC3)c21	i
CN(CC1CCOCC1)C(=O)Cc1ccccc1Cl	22%
CC(=O)c1ccc(NC(=O)NC[C@H]2C[C@@H]3CCN2C[C@@H]3CN2CCN(C)CC2)cc1	?
Cc1cc(-c2cc3c(cn2)CN(Cc2ccc4[nH]ccc4c2)CCN3)ccn1	-19%[44.1 µM]
CCn1ncc(N2CCC(NC(=O)c3ccc4c(c3)OCO4)CC2)cc1=O	31%[activator]
Cc1cc(-c2ccc(S(=O)(=O)Nc3ccc(Br)c(C)c3)s2)on1	3%
C=CCOc1cccc(C(=O)N2C[C@H](N)C[C@H]2C(=O)NC(C)C)c1	25%
CCOc1cccc(-c2nc(C(=O)Nc3ccc(OC)cc3)cs2)c1	24%
O=[S+]1([O-])NC2(CCCN(Cc3c(F)cccc3Cl)C2)COc2ccccc21 (stereo unspecified)	11%

An excerpt (hit frequency here may not be typical).
